Ba/F3 V617F tox = loss of viability in JAK2V617F-driven Ba/F3 cells. AID 1446. inhibition, % at 5.6 µM. Ba/F3 EpoR-JAK2V617F viability, ATP luminescence. 220,000 compounds, 1.1% hits;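 active = inhibition above the campaign mean plus 3 SD over all tested compounds, cut at about 24% in these data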;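 note: cytokine-independent growth of Ba/F3 cells driven by EpoR plus mutant JAK2; 0% = DMSO-treated cells and 100% = JAK inhibitor I control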
TNF death inh = TNF-alpha cell death inhibition in Jurkat FADD-/- cells. Jurkat FADD-/- TNF necroptosis rescue, ATP luminescence, 24 h; 0 = TNF only, 100 = no-TNF cells. activation (protection from cell death), % at 10 µM. 220,000 compounds, 0.068% hits;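 active = activation, meaning protection from cell death, of at least 50% relative to plate controls; inactive = activation below 50%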;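 note: necroptosis triggered by 40 ng/mL TNF-alpha added together with compound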
Wee1 degr inh = blocks degradation of human Wee1 kinase; HeLa Luc-Wee1K328M stability, luciferase luminescence; 100% = proteasome inhibitor MG132 effect; reporter increase, % at 5 µM; 220,000 compounds, 1.2% hits;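 active = activation above the mean of all tested compounds plus 3 SD, set per screening run, cut at about 8.8% in these data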;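 note: cells exposed to compound for 20 h before luminescence read; 0% = DMSO alone and 100% = MG132 at 30 µM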
CHOP inhibitor = blocks CHOP induction under ER stress. CHO-K1 CHOP-promoter luciferase, tunicamycin-induced, 15-18 h. inhibition, % at 10 µM. 220,000 compounds, 3.8% hits. AID 2732;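 active = compounds that reduced the stress-induced luciferase reporter signal by more than about 70% of percent inhibition, limit read from the data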;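 note: 0% = tunicamycin plus vehicle and 100% = wells without tunicamycin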
BaF3 parental = counter-screen for JAK2V617F inhibitors: parental Ba/F3 viability inhibitors; 220,000 compounds, 1.1% hits; inhibition, % at 5.6 µM; AID 1486; CellTiter-Glo ATP luminescence;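 active = inhibition above a per-campaign cutoff, the mean inhibition of all tested compounds plus 3 SD, cut at about 27% in these data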;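 note: 0% = DMSO wells and 100% = JAK Inhibitor I control wells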
zfTRPN1 agonist = activates the zebrafish TRPN1 channel; HEK293 zebrafish TRPN1-YFP, Fluo-8 calcium fluorescence; 100% = response to 87 µM carbachol; activation, % at 3 µM; 220,000 compounds, 0.18% hits; AID 1424;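 active = activation above its plate's cutoff, the mean activation of test wells on that plate plus 3 SD, cut at about 19% in these data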;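 note: 0% = DMSO alone and 100% = 87 µM carbachol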
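Material: zebrafish TRPN1-YFP in HEK293 cells; Doses: single test compound dose, 3 µM nominal, 0.3% DMSO; Timing: dye loading 1 h at 37 °C, then 30 min room temperature; Technique: intracellular calcium fluorescence with Fluo-8; Benchmarks: high carbachol 87 µM, low DMSO alone.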
TRPML3 ag = activates the human TRPML3 channel | HEK293 TRPML3-YFP, Fluo-8 calcium fluorescence; 100% = the carbachol control signal | activation, % at 3 µM | 220,000 compounds, 0.29% hits;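 active = activation above its plate's cutoff, the mean activation of the plate's test wells plus 3 SD, cut at about 12% in these data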;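 note: 0% = DMSO only wells and 100% = carbachol wells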
Target sequence (Q8TDD5 whole entry, looked up): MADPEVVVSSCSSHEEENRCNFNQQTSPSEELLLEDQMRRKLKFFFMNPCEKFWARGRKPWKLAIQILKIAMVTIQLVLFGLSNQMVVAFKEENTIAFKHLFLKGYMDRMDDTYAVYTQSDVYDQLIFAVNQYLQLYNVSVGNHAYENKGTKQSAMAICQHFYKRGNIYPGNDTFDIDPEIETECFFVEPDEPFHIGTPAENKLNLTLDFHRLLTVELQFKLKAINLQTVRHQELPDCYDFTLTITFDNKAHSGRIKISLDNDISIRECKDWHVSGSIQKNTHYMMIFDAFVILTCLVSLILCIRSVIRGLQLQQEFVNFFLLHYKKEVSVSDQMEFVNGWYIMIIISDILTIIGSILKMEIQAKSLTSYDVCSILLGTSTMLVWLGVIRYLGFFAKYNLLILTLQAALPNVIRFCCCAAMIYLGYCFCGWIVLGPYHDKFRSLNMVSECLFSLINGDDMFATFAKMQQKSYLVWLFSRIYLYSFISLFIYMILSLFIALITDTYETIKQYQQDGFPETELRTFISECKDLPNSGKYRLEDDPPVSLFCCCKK
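Test system: HEK293 cells stably carrying human TRPML3-YFP; Doses: single dose, 3 µM final nominal compound, 0.3% DMSO final; Schedule: dye loading 1 h 37 °C then 30 min ambient, 125 s read; Technique: Fluo-8 calcium fluorescence; Benchmarks: high control carbachol 87 µM, low control DMSO.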
PPC-1+TRAIL kill = compounds killing PPC-1 cancer cells with TRAIL present (potentiator screen, no TRAIL-free arm). PPC-1 cells + TRAIL, ATPLite viability luminescence. cell killing (% activity), % at 4 µM. 220,000 compounds, 0.41% hits;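 active = cell killing above 50% in the first pass at 4 µM, then a duplicate retest at 5 µM averaging 50% or more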;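 note: plate controls were cells with TRAIL plus DMSO for no effect and medium-only wells lacking cells for full effect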
RBBP9 inh = human RBBP9 hydrolase inhibition; recombinant RBBP9, FP-Rh probe fluorescence polarization; inhibition, % at 7.94 µM; 220,000 compounds, 0.2% hits; AID 1515;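 active = inhibition above the campaign mean of all tested compounds plus 3 SD, cut at about 14% in these data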;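 note: plate controls were DMSO wells with RBBP9 for no effect and wells lacking RBBP9 protein for full effect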
Target sequence (O75884 whole entry, looked up): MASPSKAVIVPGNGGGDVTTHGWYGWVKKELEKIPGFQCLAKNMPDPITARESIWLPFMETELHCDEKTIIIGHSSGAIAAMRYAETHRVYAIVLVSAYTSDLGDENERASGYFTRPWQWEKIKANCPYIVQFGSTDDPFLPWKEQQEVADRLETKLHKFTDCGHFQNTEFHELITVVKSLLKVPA
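Material: RBBP9 protein. Amount: RBBP9 at 2.5 µM in dispensed solution, before mixing. Schedule: 30 min then 45 min, 25 °C. Medium: Tris buffer pH 8.0, NaCl, Pluronic. Measured by: fluorescence polarization. Measure: percent inhibition from mP, scaled between DMSO and no-protein wells. Replication: one well per compound.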
Numbers without * were called inactive; . = not tested or not shown; & = joins results of further samples.

Structure	Ba/F3 V617F tox	TNF death inh	Wee1 degr inh	CHOP inhibitor	BaF3 parental	zfTRPN1 agonist	TRPML3 ag	PPC-1+TRAIL kill	RBBP9 inh
COc1cccc(C2CC(c3ccc(Cl)cc3)Nc3nc(N)nn32)c1 (stereo not given)	-1	1.0	-1	4	1	5.2	1.1	25	-9
O=C(NCC(=O)N(Cc1cccs1)C(C(=O)NC1CCCCC1)c1ccncc1)c1ccco1 (stereo not given)	0	0.2	0	-23	4	-1.2	0.3	46	-5
N#C/C(=C\c1ccc(C(=O)O)cc1)S(=O)(=O)c1cc(Br)ccc1Br	0	-0.8	2	25	3	1.0	0.6	-7	-14
Fc1ccc(Cn2nnnc2C(c2cccs2)N2CCCCCC2)cc1 (stereo not given)	-4	-3.8	1	44	1	-0.4	0.0	18	1
Cc1ccc(S(=O)(=O)N/N=C\c2ccc([N+](=O)[O-])o2)cc1	-3	-9.6	-2	31	1	0.9	0.4	14	-6
N#C/C(=C\c1c(N2CCCCCC2)nc2ccccn2c1=O)C(=O)NCc1ccco1	4	-0.2	0	11	-5	-1.9	-0.4	-5	-1
Cc1cccc(CSCCNC(=O)CCSc2ccccc2)c1	-2	-0.2	-2	-1	-1	-2.1	-1.2	13	-4
Cc1ccccc1/C=N/Nc1nc2ccccc2c(=O)n1O	-1	1.9	2	-19	1	1.7	0.4	21	-9
C/C(=N\NC(=O)c1ccc([N+](=O)[O-])cc1)c1cc2ccccc2oc1=O	-5	0.1	-1	15	0	-0.9	0.3	24	-5
CCOCc1nnc(NC(=O)COC)s1	2	0.8	-1	-14	3	0.7	1.0	16	-11
CCC(=O)Nc1sc(C(=O)N2CCCCC2)c(C)c1C#N	3	-4.3	-1	6	7	1.0	0.6	6	-5
CCc1ccc2nc(SCC(=O)Nc3nnc(C)s3)c(C)cc2c1	-6	1.2	3	-3	-1	-0.9	0.6	2	-5
COc1cc(S(=O)(=O)NCCN2CCOCC2)c(OC)cc1Cl	-2	-1.3	-2	78*	1	0.1	-0.4	0	-2
CC(C)Cn1c(=S)[nH]c2cc(C(=O)O)ccc2c1=O	-2	-0.7	2	7	-10	-0.3	0.0	-4	6
O=C(Cc1ccc(F)cc1)NCC1CCCO1 (stereo not given)	7	2.0	0	-4	4	1.9	0.5	.	1
CCS(=O)(=O)c1ccc(S(=O)(=O)CC)s1	1	-1.0	-2	-18	5	1.9	0.0	-8	1
CCOC(=O)c1c(NC(=O)COC(=O)CCS(=O)(=O)c2ccc(C)cc2)sc(C)c1C	-5	1.5	-2	10	7	2.0	0.5	-2	-6
COc1ccc(-n2c(C)nnc2SCC(=O)N2C(C)CCCC2C)cc1 (stereo not given)	1	-0.9	-1	8	4	1.3	0.5	11	-7
O=C(Nc1cccs1)Nc1ccccc1Cl	-1	-3.4	1	61	3	4.0	2.2	-16	-10
CN(Cc1nc(-c2ccncc2)no1)S(=O)(=O)c1ccc(Cl)cc1	-7	-1.2	0	37	1	2.6	6.6	-2	-11
CCC1(C)Cc2nc3sc(C(=O)O)c(N)c3cc2CO1 (stereo not given)	-1	3.6	0	13	-3	0.0	0.2	5	-7
CC(O)c1nc2c(c(=O)n(C)c(=O)n2C)n1C (stereo not given)	-5	0.6	-2	11	3	-0.8	-0.4	12	2
Oc1cccc(CN2CCCCC2)c1	-2	0.5	-2	0	3	1.3	1.2	9	0
CO/N=C/c1cc([N+](=O)[O-])ccc1Sc1ccc(C)cc1	0	-6.3	5	-1	3	0.2	0.4	21	-10
COC(=O)COc1ccccc1C(=O)Nc1ccc(OC)cc1	5	0.6	-3	1	7	0.8	0.9	6	-1
COCCCNC(=O)CCc1nc2cccnc2n1Cc1ccc(OC)cc1	-1	-1.4	-1	10	4	-0.1	0.3	-11	-4
CCOC(=O)c1c(CSc2ccc(C)cc2)n(C)c2cc(Br)c(O)c(CN(C)C)c12	-1	4.0	2	14	2	-1.6	-0.6	9	-7
CN(C)c1ccc(CN(C(=O)COc2ccc(F)cc2)C2CCS(=O)(=O)C2)cc1 (stereo not given)	5	-2.4	4	-25	8	0.9	0.7	20	-9
C=CCC1(CC=C)CCCN1C(=O)CC1C(=O)NCCN1Cc1cccc(OC)c1 (stereo not given)	1	1.0	8	15	9	-0.3	-0.4	32	-6
CCc1cc(=O)oc2cc(C)cc(OC(=O)c3ccco3)c12	-3	-2.7	0	2	4	0.2	-0.1	-2	-2
O=S(=O)(NCC1CCCO1)c1ccc(S(=O)(=O)N(Cc2ccccn2)C2CC2)cc1 (stereo not given)	-1	1.4	-1	15	0	0.3	0.7	4	-8
O=S1(=O)CCN(Cc2csc(-c3cccs3)n2)CC1	0	16	-1	9	2	0.2	0.2	-1	0
CN(C)c1ccc(CNC23CN4CN(CN(C4)C2)C3)cc1	-2	-3.0	0	59	3	-1.2	0.6	-4	0
CSc1nc2sc3c(c2c(=O)[nH]1)CCC(C)C3 (stereo not given)	-5	-1.0	3	70	3	-2.0	0.6	19	-2
O=C(CCc1nnc(C2CCCCC2)o1)NCCCOc1cccnc1	2	0.3	0	18	3	-0.2	0.6	14	-4
COc1ccc(/C=N/S(=O)(=O)c2cccs2)cc1	-3	1.3	3	-11	5	-0.2	0.3	-28	-10
COc1ccccc1NC(=O)/C=C/C(N)=O	0	-7.4	3	-7	5	0.4	0.9	32	1
CCCSc1nnc(-c2cccc(S(=O)(=O)N(C)C)c2)n1-c1cc(OC)ccc1OC	2	-4.5	-1	-26	5	-1.5	-0.7	-12	-3
CC1CCc2c(C(=O)NCC3CCCO3)csc2C1 (stereo not given)	-1	-0.8	3	10	7	-1.0	-1.0	22	-1
N#Cc1c(/N=C/N2CCCC2)oc(-c2ccccc2)c1-c1ccccc1	0	-0.5	1	10	2	-0.3	0.3	28	7
O=C1CC(O)(c2ccccc2)C(c2ccccc2)=C1c1ccccc1 (stereo not given)	-1	-3.6	2	25	2	-1.1	-1.5	16	3
COc1cccc(C2CC(c3ccc(Cl)cc3Cl)Nc3nc(N)nn32)c1 (stereo not given)	3	-2.4	0	21	8	4.3	1.9	-24	-5
Cn1c(=O)n(CC#N)c2ccccc21	4	-1.7	2	-2	6	0.1	0.5	9	-4
Cc1ccc(-n2ncc(C(=O)Nc3cc(Cl)ccc3C)c2C2CCNCC2)cc1C	5	-2.2	-3	28	10	0.0	0.6	24	-3
CN(C)c1ccc(S(=O)(=O)NCC(=O)OCC(=O)Nc2cccc(Cl)c2)cc1[N+](=O)[O-]	2	-1.3	2	-6	1	-0.1	-0.7	24	-10
CCC(CC)C(=O)N=C1SC2CS(=O)(=O)CC2N1CCc1ccc(OC)cc1 (stereo not given)	-2	0.7	0	20	4	-0.6	-0.3	13	1
C=C(C)C1Cc2cc3ccc(=O)oc3cc2O1 (stereo not given)	-3	0.0	4	16	2	-1.9	-0.7	7	5
CCC1CCCCN1C(=O)CCc1nnc(Cc2c[nH]c3ccccc23)o1 (stereo not given)	-2	0.9	-3	-1	4	0.5	0.6	4	-5
COc1cc(CNCCc2ccc(F)cc2)ccc1OCc1ccc(Cl)nc1	3	0.6	-1	-5	1	0.0	0.7	-13	-5
Cc1cc(-c2csc(N)n2)c(C)n1Cc1ccccc1	2	-1.5	-2	1	2	0.3	0.4	5	-1
COC(=O)c1ccc(NC(c2ccc(Cl)cc2)P(=O)(OC)OC)cc1 (stereo not given)	-2	1.0	0	-19	5	1.2	0.4	19	-1
Fc1ccc(-n2nnnc2-c2ccccc2Cl)cc1	1	-0.6	3	1	4	0.3	0.3	2	-2
O=C(Cn1cc(C(=O)C2CC2)c2ccccc21)NCC1CCCO1 (stereo not given)	-5	0.6	-3	-2	0	-0.3	0.8	10	-3
COc1ccc(OC)c(NC2=C(Cl)C(=O)N(Cc3ccccc3)C2=O)c1	-2	-1.7	-3	49	1	-1.3	-0.7	32	-8
O=C1NC2(CCCCC2)C(=O)N1CCS(=O)(=O)Oc1ccc(Br)cc1	4	2.6	-3	25	0	-0.9	0.6	10	-8
Cc1ccc(S(=O)(=O)NNC(=O)c2cnn(-c3ccc(Cl)cc3)c2C(F)(F)F)cc1	-2	0.8	2	32	1	-3.0	-1.1	0	-5

Remaining list, next part
Structure	Ba/F3 V617F tox	TNF death inh	Wee1 degr inh	CHOP inhibitor	BaF3 parental	zfTRPN1 agonist	TRPML3 ag	PPC-1+TRAIL kill	RBBP9 inh
O=C(NC(=S)Nc1cccc2ncccc12)c1ccccc1	2	-0.8	2	21	7	0.9	0.3	-4	0
O=C(Nc1nnc(-c2ccco2)o1)c1ccc(S(=O)(=O)N2CCOCC2)cc1	-3	-0.4	-2	13	5	0.6	-0.1	0	-4
COc1ccc(C(=O)CN2CCN(c3ccc(F)cc3)CC2)cc1OC	-5	-1.5	2	-8	1	-0.2	0.0	10	2
CN(C)CCOC(=O)NC12CC3CC(CC(C3)C1)C2	-3	4.2	-1	7	4	1.4	1.1	-1	-6
O=C(NC1CCCc2ccccc21)c1ccc(CNc2c(N3CCOCC3)c(=O)c2=O)cc1 (stereo not given)	3	-0.3	-2	-6	5	1.2	0.7	.	-6
COc1cc(/C=N/NC(=O)COc2cccc(F)c2)ccc1OS(=O)(=O)c1ccc(C)cc1	4	2.7	0	41	11	0.3	0.6	20	-39
Cc1ccnc2c1NC(=O)c1cccnc1N2C1CC1	2&-1	-3.6	0&-1	19&0	5&-6	-0.7&0.7	-0.2&1.0	8&14	-8&0
O=C(CO/N=C/c1ccc(OC(F)F)cc1)NC1CCCCCC1	4	1.3	0	12	5	-1.1	0.1	14	-5
O=C1NCC(COc2cccc3ccccc23)O1 (stereo not given)	-3	0.1	-3	10	8	0.1	0.5	-18	0
COC(=O)c1cc(Br)c(=O)n(CCC2=CCCCC2)c1	0	-3.5	0	-6	5	-0.4	-0.5	6	-7
COc1ccc(N2C(=O)C(Cl)=C(Nc3ccccc3O)C2=O)cc1	-3	-4.6	-3	-4	4	-0.5	0.9	-4	4
CC1=C/C(=N\NC(=S)NCc2ccccc2)CC1	0	-1.7	-1	-53	7	1.0	0.2	15	0

Ordered by the number under CHOP inhibitor (descending): 3 from the list above.
compound	Wee1 degr inh	CHOP inhibitor	TRPML3 ag	RBBP9 inh
COc1ccc(N2C(=O)C(Cl)=C(Nc3ccccc3O)C2=O)cc1	-3	-4	0.9	4
COC(=O)c1cc(Br)c(=O)n(CCC2=CCCCC2)c1	0	-6	-0.5	-7
CC1=C/C(=N\NC(=S)NCc2ccccc2)CC1	-1	-53	0.2	0
